High-throughput results as filed in PubChem BioAssay.
Salmonella PhoP GFP: inhibitors of PhoP regulon expression, primary screen, Salmonella Typhimurium, GFP reporter (AID 1863); 300,000 tested, 0.16% active; inhibition, % at 50 µM, or IC50 in µM where a hit was titrated; S. Typhimurium PhoP-regulated promoter GFP reporter, 4 h; higher % means a stronger effect;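 active = inhibition over 29.93%, a cutoff 3 SD above the screen mean, later confirmed by dose response; inconclusive = inhibition over 29.93% but no dose response follow-up; inactive = inhibition at most 29.93% or unconfirmed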;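 note: 0% = low Mg2+ inducing control and 100% = high Mg2+ repressing control; strong numbers were not always called active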
PMI inhibition: MPI inhibition at elevated mannose 6-phosphate – biochemical, fluorescence intensity, high mannose 6-phosphate, primary screen (AID 1220); one-dose inhibition, % at 20 µM; IC50 in µM for titrated hits; recombinant PMI enzyme, coupled fluorescence intensity; higher % means a stronger effect; 190,000 tested, 0.66% active; in the data active = inhibition above about 50%
XIAP displacement: XIAP antagonists, biochemical, IAP family, fluorescence polarization (AID 1018); XIAP BIR domain, fluorescence polarization peptide displacement; higher % means a stronger effect; displacement, % at 20 µM; hits with a dose series show IC50 in µM; 200,000 tested, 0.007% active; in the data active = displacement above about 50%; note: a part of the inactive calls stands beside numbers as strong as those of hits
Yfh1-off respiration: enhancers of respiration in Yfh1-depleted yeast, dose response, Friedreich's ataxia, plus single-dose screen (AID 1465); S. cerevisiae Yfh1-off respiration, WST-1 reduction, 72 h; higher fold induction means a stronger effect; 220,000 tested, 0.074% active; fold induction at 50 µM; hits with a dose series show EC50 in µM;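 active = fold induction of absorbance versus untreated yeast above a set limit, then at least 30% activation at any dose in follow-up; inconclusive = repeats straddling the limit, or above it without dose testing; inactive = fold induction below the set limit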;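 note: activators that raise dye reduction in frataxin-depleted yeast; strong numbers were not always called active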
West Nile virus CPE: West Nile virus antiviral activity, cell-based, CPE readout (AID 1621); West Nile virus-infected cells, CPE inhibition; higher % means a stronger effect; 290,000 tested, 0.02% active; one-dose CPE inhibition, % at 10 µM; IC50 in µM for titrated hits; in the data active = a potency from the dose series; inconclusive = CPE inhibition mostly from about 3.7% at the one dose, without a potency; inactive = the rest, 99 in 100 with CPE inhibition below about 2.2%; note: strong numbers were not always called active
SIAH1 antagonists: blockers of Siah-1 interaction with plectin peptide – biochemical, fluorescence polarization, rhodamine-plectin, uHTS, primary screen (AID 1817). one-dose displacement, % at 20 µM; IC50 in µM for titrated hits. Siah-1 / rhodamine-plectin peptide fluorescence polarization; higher % means a stronger effect. 290,000 tested, 0.02% active;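 active = displacement of at least 50% at 20 µM, with a fluorescence ratio check between 0.3 and a set limit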;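 note: plate controls were Siah plus tracer with DMSO for no effect and tracer alone without Siah for full effect; strong numbers were not always called active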
CSM14.1 death rescue: protection against thapsigargin-triggered cell killing – 384-well, CSM14.1, ATP luminescence, primary screen (AID 1222). CSM14.1 thapsigargin-induced death rescue, ATP luminescence; higher % means a stronger effect. one-dose cellular ATP content (survival), % at 20 µM; EC50 in µM for titrated hits. 190,000 tested, under 10 active;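 active = EC50 below 50 µM in the dose-response confirmation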;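 note: death triggered by thapsigargin at about 15 µM added after 2 h compound pretreatment; cell ATP read after overnight thapsigargin exposure of roughly 18 to 22 hours; normalized against plate controls of thapsigargin alone and 5% DMSO vehicle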
P. falciparum M17LAP: P. falciparum M17LAP inhibitors, primary screen, biochemical, fluorogenic H-Leu-NHMec substrate, 1536-well (AID 1619) | recombinant M17LAP, H-Leu-NHMec fluorogenic kinetic assay; higher % means a stronger effect | inhibition, % at 30 µM; hits with a dose series show IC50 in µM | 220,000 tested, 0.38% active;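 active = compound inhibiting the enzyme by more than half at any dose during confirmatory dose-response retesting; inconclusive = strong single-dose inhibitors picked by rank but not retested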;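 note: plate controls were full reaction with DMSO carrier for no effect and no enzyme background for full effect; strong numbers were not always called active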
M1AAP inhibition: malaria alanyl aminopeptidase activity blockers – biochemical, fluorogenic H-Leu-NHMec substrate, 1536-well (AID 1445) | 220,000 tested, 0.42% active | recombinant M1AAP, H-Leu-NHMec fluorogenic kinetic assay; higher % means a stronger effect | one-dose inhibition, % at 30 µM; IC50 in µM for titrated hits;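 active = primary inhibition above the hit cutoff, then over 50% inhibition at one or more dose response concentrations, cut at about 23% in these data, passing the limit was not always enough; inconclusive = conflicting primary data, or primary hits not chosen for dose response; inactive = low primary inhibition, or under 50% at every dose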;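 note: plate controls were DMSO full reaction for no effect and no enzyme background for full effect; strong numbers were not always called active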
The depositor's hits bear a star; i = inactive; ? = inconclusive; nt = no result given.

Value order – Salmonella PhoP GFP | PMI inhibition | XIAP displacement | Yfh1-off respiration | West Nile virus CPE | SIAH1 antagonists | CSM14.1 death rescue | P. falciparum M17LAP | M1AAP inhibition
1: Cc1ccc2nc(C)c(C(=O)N/N=C/c3cccs3)n2c1
  -3% | -3% | -4.5% | i | -0.5% | -2% | -1.4% | 7% | 2%
2: CCOc1ccc(N2C(=O)CC(NCCNc3ccc(C(=O)c4cccs4)cc3)C2=O)cc1 (stereo unspecified)
  1% | 7% | -0.9% | i | -1.0% | -4% | 0.7% | -13% | 13%
3: Cc1nn(CC(=O)Nc2ccc(S(=O)(=O)N(C)C)cc2)c(C)c1[N+](=O)[O-]
  7% | -6% | -6.9% | i | -0.4% | 0% | -1.5% | 2% | -2%
4: CCOC(=O)c1sc(NC(=O)CNCc2ccccn2)c(C(=O)OCC)c1C
  -12% | nt | nt | i | -0.8% | 20% | nt | -2% | -17%
5: O=C(Cn1c(=O)c(=O)n(Cc2ccccc2)c2ccc(Cl)cc21)Nc1cccc(F)c1
  14% | 4% | -4.7% | i | -1.1% | 2% | -0.8% | -4% | 8%
6: O=C(N=C1c2ccccc2CN1c1ccc(F)cc1)c1ccc(Cl)nc1
  0% | -31% | -4.6% | i | -0.1% | 2% | -2.4% | 8% | 2%
7: CC(=O)Nc1ccc(S(=O)(=O)N(C)CC(=O)OCC(=O)Nc2ccc3c(c2)OCO3)cc1
  -15% | 7% | -6.4% | i | 0.1% | 0% | 2.6% | -19% | -1%
8: O=C(CN(C(=O)CCC(=O)Nc1ccccn1)c1ccc2c(c1)OCCO2)NCCc1ccccc1
  -2% | 13% | -8.1% | i | -0.3% | -6% | 0.3% | 27% | 5%
9: C/C(=N\Nc1cccc(C(=O)O)c1)c1cc2ccccc2o1
  -6% | -35% | -6.2% | i | 0.6% | -4% | -0.4% | 22% | 21%
10: O=C(CCc1nnc(-c2ccc3c(c2)OCO3)o1)N(Cc1ccncc1)CC1CCCO1 (stereo unspecified)
  10% | -6% | -3.7% | i | -0.1% | -2% | -0.4% | 5% | 6%
11: Brc1ccc(-c2csc(-c3ccncc3)n2)cc1
  0% | -6% | -7.1% | i | -0.8% | 17% | -1.2% | 5% | 11%
12: O=c1ccc(/C=C/c2ccccc2)nn1Cc1ccccc1Cl
  -9% | 5% | -0.3% | i | -0.3% | 2% | 0.7% | 7% | 7%
13: Cc1ccc(NC(=O)CSc2nnc(Cn3cnc4ccccc43)o2)cc1
  7% | 3% | -3.7% | i | -0.4% | -2% | -0.7% | 14% | 4%
14: COc1ccc(-n2c(COc3cccc(C)c3)nnc2SCC(=O)NCc2ccco2)cc1
  19% | 3% | -9.2% | i | 0.8% | 1% | -1.5% | 9% | 5%
15: Cc1[nH][nH]c(=O)c1C=NCc1cccs1
  2% | 7% | -1.2% | i | -0.1% | 6% | nt | 3% | 1%
16: CCCCN(C(=O)CNC(=O)c1ccco1)C(C(=O)NC1CCCCC1)c1ccc(OC)cc1OC (stereo unspecified)
  2% | 4% | -9.6% | i | -1.0% | 3% | 1.9% | -3% | 0%
17: Cc1cccc2c(=O)c(Br)c(C)n(Cc3ccccc3)c12
  -4% | 5% | -9.4% | i | 0.0% | 1% | 0.7% | -2% | 0%
18: CCC1Oc2ccccc2N(CC(=O)NCc2ccco2)C1=O (stereo unspecified)
  -2% | 8% | 0.7% | i | -0.7% | 1% | 0.9% | 12% | 3%
19: COc1ccccc1N1CCN(C(c2ccccn2)c2nnnn2C2CCCCC2)CC1 (stereo unspecified)
  0% | -3% | -4.2% | i | -0.2% | -4% | -3.3% | 10% | -3%
20: COc1ccc(CCN(C)c2ccc(S(=O)(=O)N3CCCC3)cc2[N+](=O)[O-])cc1OC
  -8% | 8% | 1.9% | i | -1.3% | -1% | 4.8% | -4% | 4%

Arranged by formula weight (high to low): some entries from above.
Value order – Salmonella PhoP GFP | PMI inhibition | XIAP displacement | Yfh1-off respiration | West Nile virus CPE | SIAH1 antagonists | CSM14.1 death rescue | P. falciparum M17LAP | M1AAP inhibition
16: CCCCN(C(=O)CNC(=O)c1ccco1)C(C(=O)NC1CCCCC1)c1ccc(OC)cc1OC (stereo unspecified)
  2% | 4% | -9.6% | i | -1.0% | 3% | 1.9% | -3% | 0%
14: COc1ccc(-n2c(COc3cccc(C)c3)nnc2SCC(=O)NCc2ccco2)cc1
  19% | 3% | -9.2% | i | 0.8% | 1% | -1.5% | 9% | 5%
4: CCOC(=O)c1sc(NC(=O)CNCc2ccccn2)c(C(=O)OCC)c1C
  -12% | nt | nt | i | -0.8% | 20% | nt | -2% | -17%
6: O=C(N=C1c2ccccc2CN1c1ccc(F)cc1)c1ccc(Cl)nc1
  0% | -31% | -4.6% | i | -0.1% | 2% | -2.4% | 8% | 2%
17: Cc1cccc2c(=O)c(Br)c(C)n(Cc3ccccc3)c12
  -4% | 5% | -9.4% | i | 0.0% | 1% | 0.7% | -2% | 0%
12: O=c1ccc(/C=C/c2ccccc2)nn1Cc1ccccc1Cl
  -9% | 5% | -0.3% | i | -0.3% | 2% | 0.7% | 7% | 7%
18: CCC1Oc2ccccc2N(CC(=O)NCc2ccco2)C1=O (stereo unspecified)
  -2% | 8% | 0.7% | i | -0.7% | 1% | 0.9% | 12% | 3%
1: Cc1ccc2nc(C)c(C(=O)N/N=C/c3cccs3)n2c1
  -3% | -3% | -4.5% | i | -0.5% | -2% | -1.4% | 7% | 2%
9: C/C(=N\Nc1cccc(C(=O)O)c1)c1cc2ccccc2o1
  -6% | -35% | -6.2% | i | 0.6% | -4% | -0.4% | 22% | 21%
15: Cc1[nH][nH]c(=O)c1C=NCc1cccs1
  2% | 7% | -1.2% | i | -0.1% | 6% | nt | 3% | 1%

The list goes on.
Value order – Salmonella PhoP GFP | PMI inhibition | XIAP displacement | Yfh1-off respiration | West Nile virus CPE | SIAH1 antagonists | CSM14.1 death rescue | P. falciparum M17LAP | M1AAP inhibition
21: O=C(C1CCCO1)N(Cc1ccccc1)c1ccccc1 (stereo unspecified)
  -10% | 18% | -4.6% | i | 1.3% | 0% | -2.7% | 6% | 5%
22: C/C=C/c1ccc(OCC(=O)OCc2csc(Nc3ccc(C)cc3)n2)c(OC)c1
  0% | 21% | -14% | i | 1.0% | 5% | -0.3% | -11% | 6%
23: O=C(O)c1ccccc1-n1c2ccccc2c2ccccc21
  -2% | nt | nt | i | -0.5% | 5% | nt | 6% | 12%
24: COc1ccc(C(=O)O)cc1S(N)(=O)=O
  6% | 4% | -4.4% | i | 0.5% | 1% | 1.4% | 2% | -5%
25: COc1cccc(-n2cc(CN(C)Cc3nc(Cc4ccccc4)no3)cn2)c1
  -5% | -5% | -0.3% | i | 0.3% | 17% | -1.4% | -1% | 1%
26: CC(NC(=O)COC(=O)CC(c1ccccc1)c1ccccc1)c1ccccc1 (stereo unspecified)
  -4% | 8% | -3.5% | i | -0.7% | 3% | -1.5% | 3% | 4%
27: NC(=O)NCCN1CCN(c2ncc(C(F)(F)F)cc2Cl)CC1
  -1% | -9% | -4.3% | i | 0.1% | -1% | -1.1% | 1% | 13%
28: COc1ccc(C2C(C(=O)N3CCN(c4ccccn4)CC3)CCC(=O)N2c2ccc(OC)cc2)cc1 (stereo unspecified)
  -13% | 9% | -9.1% | i | -0.7% | 2% | -0.9% | -2% | 1%
29: COc1ccc(/C=N/NC(=O)c2cc(C34CC5CC(CC(C5)C3)C4)[nH]n2)cc1O
  4% | 10% | -11% | i | 0.4% | 4% | -0.5% | 13% | 3%
30: CCCNC(=O)c1ccc2c(=O)c(O)c(-c3cccc(Br)c3)[nH]c2c1
  6% | nt | nt | ? | 0.3% | 0% | nt | -3% | 6%
31: O=C(N/N=C/c1cccs1)c1cccc(NC(=O)c2ccc(Cl)cc2)c1
  5% | -9% | -22% | i | -0.2% | 3% | -2.9% | 1% | 0%
32: O=C(CCNC(=O)c1ccccc1Cl)Nc1cc(C(F)(F)F)ccc1Cl
  4% | 14% | -3.0% | i | -0.1% | 0% | -0.7% | -6% | 4%
33: CC(C)(C)n1nc2c(c1NC(=O)Cc1ccc(F)cc1)CSC2
  7% | 3% | -3.1% | i | -0.1% | 3% | 0.5% | 32% | 15%
34: O=C(Nc1ccc(S(=O)(=O)N2CCOCC2)cc1)c1ccc([N+](=O)[O-])o1
  -8% | nt | nt | i | -0.8% | -4% | nt | 19% | 5%
35: Cc1cc(CNC(=O)CC2C(=O)NCCN2Cc2ccccc2C(F)(F)F)on1 (stereo unspecified)
  7% | 22% | -1.7% | i | 0.3% | 2% | -1.5% | -6% | 2%
36: CCc1ccc(N2C(=O)Nc3ccccc3C2(O)C(=O)N2CCN(c3ccccn3)CC2)cc1 (stereo unspecified)
  10% | 5% | -5.9% | i | -1.0% | 8% | -0.4% | 0% | 0%
37: O=C(Cn1c(=O)oc2cc(S(=O)(=O)N3CCCC3)ccc21)Nc1cccc(C(F)(F)F)c1
  -1% | 1% | -6.1% | i | 0.0% | 12% | -1.6% | 7% | 9%
38: O=C(O)CCC(=O)NN1C(=O)c2ccccc2NC1c1ccc(F)cc1 (stereo unspecified)
  -2% | nt | nt | i | 0.1% | -2% | nt | -121% | 9%
39: C=CCSc1n[nH]c(-c2ccc(OCCC)cc2)n1
  0% | 15% | -2.4% | i | 0.8% | -1% | 1.2% | 9% | -5%
40: CC1=NOC(=O)/C1=C\c1ccc(-c2ccc(Br)cc2C(=O)O)o1
  -1% | -52% | -3.9% | i | 0.1% | -3% | -1.5% | 19% | 6%
41: CCOc1ncccc1C(=O)N(C)CC(=O)Nc1ccccc1SC
  1% | -1% | -5.4% | i | 0.0% | 1% | 2.6% | 0% | 5%
42: CNc1nc2cc([N+](=O)[O-])c([N+](=O)[O-])cc2nc1NC
  6% | 2% | -3.5% | i | -0.9% | -9% | 1.5% | -2% | 4%
43: S=c1[nH]cnc2scc(-c3ccc(Cl)cc3)c12
  -9% | nt | nt | i | -1.6% | 15% | nt | 6% | -2%
44: COC(=O)C1Sc2[nH]c(=O)sc2C(c2ccc(Cl)cc2)C1C(=O)OC (stereo unspecified)
  -7% | 35% | 5.9% | i | 0.3% | 6% | 0.1% | 6% | 10%
45: COC(=O)c1ccc([N+](=O)[O-])cc1N1C(=O)C2C3CCC(C3)C2C1=O (stereo unspecified)
  -7% | 8% | -6.6% | i | 0.5% | 3% | -1.3% | 16% | 3%
46: COc1cccc(C2CC(c3cccs3)Nc3ncnn32)c1 (stereo unspecified)
  -8% | 7% | -6.2% | nt | nt | 1% | 6.2% | -4% | 2%
47: CS(=O)(=O)c1nc(-c2cccs2)cc(C(F)(F)F)n1
  -6% | -17% | -4.7% | i | -0.6% | 12% | -0.1% | -13% | 13%
